# Screening results deposited in PubChem by National Center for Advancing Translational Sciences (NCATS).
# Tau fibril ThT = tau fibrillization inhibition (ThT binding); P10636; recombinant tau K18 P301L (four-repeat tau fragment), heparin-induced fibrillization, ThT fluorescence; Potency, µM (top dose mostly 57.4 µM), without a hit: at the top dose activity, negative = inhibition, actives largely listed as inhibitors; 2.1% of 270,000 active; further: nearly all actives have a fitted effect of over 55% in size
# Target sequence (P10636 561-689 P618L limits assumed): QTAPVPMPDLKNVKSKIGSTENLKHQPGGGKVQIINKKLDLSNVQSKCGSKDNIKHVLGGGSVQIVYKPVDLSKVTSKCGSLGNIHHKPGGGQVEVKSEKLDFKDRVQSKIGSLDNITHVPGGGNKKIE
#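 Aggregation was driven by heparin (20 uM final) acting on recombinant tau […] bearing P301L in 100 mM sodium acetate pH 7; fibrils were detected with Thioflavin T.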
# L3MBTL1 block = blocks human L3MBTL1. AlphaScreen L3MBTL1–H3K9me1 peptide binding. Potency, µM (highest dose often 57.1 µM), for the others: at the highest dose activity, negative = inhibition, hits mostly inhibitors. 0.66% of 230,000 active. AID 485360. Q9Y468; further: nearly all actives have a fitted effect of over 60% in size
#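 First, the protein-peptide complex forms for 30 min at room temperature (L3MBTL1 50 nM, biotinylated H3K9me1 peptide 75 nM). Next, compounds are pin-transferred and incubated 30 min. Finally, AlphaScreen beads are added and read after 30 min.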
# RECQ1 inh = inhibitors of human RECQ1 DNA helicase; P46063; RECQ1 DNA unwinding, red fluorescence kinetic read; Potency, µM (doses to about 57.3 µM), for inactives: top-dose activity, negative = inhibition, usual class: inhibitors; 0.54% of 240,000 active; AID 2549;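 further: plate controls were vehicle for no effect and no enzyme for full effect; nearly all actives have a fitted effect of over 30% in size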
#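 RECQ1T1 50 nM; forked duplex (20 bp + 30-nt ss tails) 200 nM, ATP 2 mM final; pH 8.0, 2 mM MgCl2, 2.5 ug/ml poly(dI-dC); 15 min compound preincubation; discontinuous kinetic read over 2 h at RT.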
# TRb-SRC2 inh = inhibitors of human thyroid hormone receptor beta-SRC2 interaction | Potency, µM (doses to about 106 µM), inactives show top-dose activity change, negative = inhibition, hits mostly inhibitors | 0.065% of 280,000 active | P10828 | TRbeta-SRC2 peptide binding, fluorescence polarization; receptor liganded with 1 µM T3;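 further: plate controls were bound peptide for no effect and peptide without receptor for full effect; nearly all actives have a fitted effect of over 50% in size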
#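 Polarization signal, normalized between peptide-alone and full complex controls, measured compound effects on T3-liganded human TRb LBD (0.6 uM) binding 20 nM Texas Red SRC2 peptide after 5 hr.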
# TexasRed fluor = Texas Red fluorescence interference in TRb-SRC2 counter-screen. Potency, µM (top dose mostly 106 µM), for the others: at the top dose fluorescence change, negative = quenching. TRb/SRC2 Texas Red total fluorescence interference. 0.29% of 280,000 active; active means well fitted curve in either direction with a large enough effect; inconclusive means small, poorly fitted or top-dose-only effect
#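 Human TRβ ligand-binding domain (0.6 uM) and Texas Red SRC2 peptide (20 nM) in Tris buffer with 1 uM T3 and 5% DMSO were incubated with pinned compound for 5 hr at ambient temperature. Total fluorescence was computed as S + 2P (555/632 nm).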
# JMJD2E inh = JMJD2E (human) inhibition | 1.6% of 230,000 active | JMJD2E catalytic domain, FDH-coupled NADH fluorescence (FDH is formaldehyde dehydrogenase) | Potency, µM (top dose mostly 57.1 µM), inactives show top-dose activity change, negative = inhibition, usual class: inhibitors; active means well fitted inhibition curve with a large enough effect, not every such curve was filed as active; inconclusive means small, poorly fitted or top-dose-only effect, or another doubt; inactive means no such curve, though single readings can be large or run the other way;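 further: 0% = wells with enzyme and -100% = buffer wells without enzyme; nearly all actives have a fitted effect of over 50% in size; many of its hits are not listed in these tables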
# Target sequence (B2RXH2 1-337 limits assumed): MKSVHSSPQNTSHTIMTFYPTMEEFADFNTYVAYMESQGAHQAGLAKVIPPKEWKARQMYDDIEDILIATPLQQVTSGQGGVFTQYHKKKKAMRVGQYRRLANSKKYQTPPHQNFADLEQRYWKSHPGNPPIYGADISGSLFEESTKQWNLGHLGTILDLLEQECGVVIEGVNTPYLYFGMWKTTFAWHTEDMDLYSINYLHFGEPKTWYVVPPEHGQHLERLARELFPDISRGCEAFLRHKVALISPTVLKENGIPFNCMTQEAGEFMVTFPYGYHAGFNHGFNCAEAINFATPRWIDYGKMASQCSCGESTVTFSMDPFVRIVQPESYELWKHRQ
# Tau fibril FP = tau fibrillization inhibition (FP) | AID 1468 | 0.39% of 280,000 active | Potency, µM (doses to about 57.7 µM), inactives show top-dose activity, negative = inhibition, most hits filed as inhibitors | P10636 | K18 P301L tau heparin fibrillization, Alexa594 FP, 6 h; further: nearly all actives have a fitted effect of over 55% in size
#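 Human K18 P301L fragment (15 uM unlabeled plus 0.24 uM Alexa 594-labeled) in 100 mM sodium acetate pH 7 with compound, aggregation induced by 20 uM heparin for 6 hr at 37 C. ThT (30 uM) added for 1 hr, then Alexa 594 FP read.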
# GoLoco inh red = blocks human Gai1 binding to RGS12 GoLoco peptide, red readout. 0.44% of 230,000 active. Gai1:RGS12 GoLoco peptide FP, rhodamine, 10 min. Potency, µM (titrated, usually from 61.6 µM), for inactives: top-dose activity, negative = inhibition, usual class: inhibitors. P63096; active means well fitted inhibition curve with a large enough effect, not every such curve was filed as active; inactive means no such curve, though single readings can be large or run the other way; further: nearly all actives have a fitted effect of over 30% in size; many of its hits are not listed in these tables
# Target sequence (P63096 whole entry, looked up): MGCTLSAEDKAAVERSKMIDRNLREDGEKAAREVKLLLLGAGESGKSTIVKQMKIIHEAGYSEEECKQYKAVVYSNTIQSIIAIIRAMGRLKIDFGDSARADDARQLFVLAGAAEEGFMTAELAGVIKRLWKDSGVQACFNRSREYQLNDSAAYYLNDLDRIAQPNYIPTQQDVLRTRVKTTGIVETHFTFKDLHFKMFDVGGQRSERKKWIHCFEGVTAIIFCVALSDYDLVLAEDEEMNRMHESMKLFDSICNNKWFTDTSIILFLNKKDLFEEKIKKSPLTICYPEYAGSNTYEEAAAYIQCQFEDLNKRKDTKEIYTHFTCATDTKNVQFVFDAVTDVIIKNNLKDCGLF
# * = called active by the depositor; i = inactive; ? = inconclusive; . = not tested or not shown; [ ] = remark or other dose. Unless noted, the call rests on the fitted dose curve; in most records, active means well fitted curve in the direction sought with a large enough effect; inconclusive means small, poorly fitted or top-dose-only effect, or another doubt; inactive means no such curve, though single readings can be large; an effect the other way counts as inactive or inconclusive. Unless noted, on the % scale 0 is the no-effect control and ±100 the full control effect; potency means the concentration at half of the fitted maximal effect. A portion of the library, so the mix of outcomes need not match the whole.
# Values run as follows: Tau fibril ThT | L3MBTL1 block | RECQ1 inh | TRb-SRC2 inh | TexasRed fluor | JMJD2E inh | Tau fibril FP | GoLoco inh red
1	Cc1cc(C)nc(SCCS(=O)(=O)Cc2ccccc2)n1
  4% | . | -12% | 1% | 2% | 0% | 10% | 2%
2	O=C(NC1CC2CCC(C1)N2C(=O)NC1CCCCC1)NC12CC3CC(CC(C3)C1)C2 (stereo not given)
  0% | 6% | -3% | 0% | 0% | 0% | -1% | 2%
3	O=C(COc1ccccc1Cl)Nc1ccc(CN2CCCCC2)cc1
  0% | 0% | i | 7% | -1% | -2% | 1% | 4%
4	Brc1ccc(Nc2nc(-c3cccnc3)cs2)cc1
  ? | 6% | 1% | -4% | -2% | -8% | 10% | -3%
5	COc1cccc(NC(=O)Cn2nnc(C(=O)NCc3ccc4c(c3)OCO4)c2N)c1
  -3% | . | . | -2% | -3% | . | ? | .
6	Nc1c(C(=O)NCc2ccccc2)c2nc3ccccc3nc2n1CCCN1CCOCC1
  ? | 58%[activator] | -11% | 9% | -6% | ? | -14% | -4%
7	Cc1oc2ccc(O)c(CN3CCCCCC3)c2c1C(=O)Nc1cccc(Cl)c1C
  -5% | . | . | -6% | 1% | . | 10% | .
8	COc1ccc(CNC(=O)c2sc(=S)n(-c3ccc(OC)cc3)c2N)cc1
  -4% | . | 11% | -1% | -1% | -3% | -14% | 6%
9	NC(=O)c1ccc(N2CCN(S(=O)(=O)c3ccccc3)CC2)c([N+](=O)[O-])c1
  -14% | -21% | i | -2% | -1% | -1% | -7% | 4%
10	Nc1nc(NCC2CCCO2)nc(Nc2ccc(Cl)cc2)c1[N+](=O)[O-] (stereo not given)
  . | . | -5% | -8% | 0% | 2% | -8% | 2%
11	O=C(COc1ccc(-c2nnco2)cc1)NC1CCCc2ccccc21 (stereo not given)
  -14% | 1% | i | -2% | 1% | -1% | -4% | 0%
12	CCOCCCNC(=O)c1ccc(CS(=O)(=O)Cc2ccc(C)cc2)o1
  -1% | 0% | -8% | -12% | 1% | 7% | 3% | 4%
13	Cn1c(=O)[nH]c(=O)c2c1nc(SCCN1CCOCC1)n2CCCc1ccccc1
  -8% | . | -13% | -5% | 0% | -4% | -3% | -7%
14	COc1ccc(CNC(=O)c2sc3nc[nH]c(=O)c3c2C)cc1
  -10% | . | . | -4% | -2% | . | -5% | .
15	CCn1c(C)c(C)c2cc(C(=O)NCCc3ccc(C)cc3)ccc21
  ? | . | . | 1% | 0% | . | 5% | .
16	CCOC(=O)CSc1nc2ccccc2c(=O)n1C
  -2% | 13% | -4% | -13% | -4% | -2% | -5% | -5%
17	COc1ccc(C2CC(c3ccccc3)=NN2C(=O)CSc2nccc(=O)[nH]2)cc1 (stereo not given)
  14% | -2% | 9% | 8% | -1% | 3% | 3% | 3%
18	CCc1ccc(C(=O)NC(C(=O)O)C(C)C)cc1 (stereo not given)
  -1% | -3% | 6% | 4% | -4% | 10% | -4% | -13%
19	CCOC(=O)N1CCN(CC(O)COc2cc(C)ccc2C(C)C)CC1 (stereo not given)
  -12% | -2% | i | 5% | 1% | 8% | 2% | 8%
20	CC(C)OC(=O)CN1C(=O)c2ccccc2C1=O
  3% | . | -8% | 4% | 0% | 8% | -5% | -14%
21	O=C(CSc1nc2ccccc2c(=O)n1-c1ccccc1)N1CCC1
  10% | 7% | -17% | 2% | 1% | -2% | -2% | 2%
22	CC1=C(C(=O)Nc2cccnc2)C(c2ccc(Cl)cc2)n2nc(-c3ccccc3)nc2N1 (stereo not given)
  ? | . | . | -6% | 1% | . | ? | .
23	CN(C)c1ccc(C(C(=O)NC(C)(C)C)N(C(=O)c2csnn2)C2CC2)cc1 (stereo not given)
  -2% | . | -12% | 11% | 2% | -21% | 1% | -25%
24	CCc1nnc(NC(=O)CN2C(=O)/C(=C/c3cc(OC)c(OC)c(OC)c3)SC2=S)s1
  7.9µM* | -8% | -6% | -1% | -5% | 4% | ? | 42%[activator]
25	CCc1ccc(NC(=O)CSCCO)cc1
  1% | 3% | -3% | 2% | -4% | 10% | 6% | -10%
26	CCc1ccc2occ(CC(=O)Nc3nnc(SC)s3)c2c1
  2% | . | . | 0% | 8% | . | -9% | .
27	CCOc1cc(N2CCOCC2)c(OCC)cc1NC(=O)c1ccc(S(C)(=O)=O)cc1
  -8% | . | 13% | -5% | -9% | ? | 0% | 9%
28	O=C(CN1CCN(C(=O)c2ccccc2)CC1)Nc1ncc(Br)cc1Br
  5% | 3%[11.4 µM] | 1% | 9% | -6% | 2% | 4% | 11%
29	Cc1ccc(/C=N/NS(=O)(=O)c2ccc([N+](=O)[O-])cc2)o1
  -10% | 8% | i | -3% | 1% | 12% | 0% | 5%
30	O=C(NCCO)c1cc2ccccc2c(=O)s1
  -6% | 1% | i | 0% | -4% | 0% | -3% | 1%
31	CCNC(=O)c1c(NC(=O)Cc2coc3ccc(CC)cc23)sc2c1CCCC2
  -1% | . | . | 1% | 2% | . | -11% | .
32	O=C(NCCc1ccccc1)C(=O)NN=C1CCCC1
  -17% | 4% | i | 1% | 0% | 46%[activator] | -9% | 9%
33	Cc1ccc2c(=O)cc(C(=O)Nc3sc4c(c3C(=O)NCc3ccccc3)CCCC4)oc2c1C
  -5% | . | . | -2% | 4% | . | 3% | .
34	CCOc1ccc(C(=O)NCCN(C)C)cc1
  -6% | . | -1% | -1% | -3% | 0% | 3% | 2%
35	O=C(Nc1ccc(Cl)cc1)C1CCCN(S(=O)(=O)c2ccc3[nH]c(=O)ccc3c2)C1 (stereo not given)
  -8% | . | . | 4% | 8% | . | -4% | .
36	FC(F)(F)c1cnc(Sc2nc3nccc(-c4ccc(Cl)cc4)n3n2)c(Cl)c1
  1% | ? | -3% | 10% | 0% | 3% | -1% | 32%[activator]
37	CSCCNC(=O)c1ccc(OC2CCN(CCc3ccccc3)CC2)cc1
  3% | -2% | 0% | -1% | 1% | 1% | 0% | 2%
38	O=C(NC(c1ccccc1)c1ccccc1)c1ccc(S(=O)(=O)C(F)F)cc1
  -7% | -2% | i | 0% | -1% | -4% | 4% | .
39	Cc1cc2c(cc1C)C(c1cc(Br)ccc1F)CC(=O)N2 (stereo not given)
  5% | -1% | -2% | -1% | 0% | 5% | -9% | 15%
40	O=C(NCc1ccc(Cl)cc1)C1CCCN(c2ncnc3onc(-c4ccc(F)cc4)c23)C1 (stereo not given)
  -10% | . | . | 1% | -3% | . | -5% | .

# An excerpt from above in order of length of the SMILES, descending:
# Values run as follows: Tau fibril ThT | L3MBTL1 block | RECQ1 inh | TRb-SRC2 inh | TexasRed fluor | JMJD2E inh | Tau fibril FP | GoLoco inh red
40	O=C(NCc1ccc(Cl)cc1)C1CCCN(c2ncnc3onc(-c4ccc(F)cc4)c23)C1 (stereo not given)
  -10% | . | . | 1% | -3% | . | -5% | .
31	CCNC(=O)c1c(NC(=O)Cc2coc3ccc(CC)cc23)sc2c1CCCC2
  -1% | . | . | 1% | 2% | . | -11% | .
28	O=C(CN1CCN(C(=O)c2ccccc2)CC1)Nc1ncc(Br)cc1Br
  5% | 3%[11.4 µM] | 1% | 9% | -6% | 2% | 4% | 11%
37	CSCCNC(=O)c1ccc(OC2CCN(CCc3ccccc3)CC2)cc1
  3% | -2% | 0% | -1% | 1% | 1% | 0% | 2%
39	Cc1cc2c(cc1C)C(c1cc(Br)ccc1F)CC(=O)N2 (stereo not given)
  5% | -1% | -2% | -1% | 0% | 5% | -9% | 15%

# Further entries
# Values run as follows: Tau fibril ThT | L3MBTL1 block | RECQ1 inh | TRb-SRC2 inh | TexasRed fluor | JMJD2E inh | Tau fibril FP | GoLoco inh red
41	COc1ccc(C2C(C#N)=C(N)N(c3ccccc3C#N)C3=C2C(=O)CCC3)cc1CN1CCCC1 (stereo not given)
  -12% | -14% | i | 2% | -1% | -3% | 6% | 3%
42	CCOC(=O)N1CCC(N(CCOC)C(=O)Nc2ccc(Cl)cc2)CC1
  2% | 11%[11.4 µM] | -3% | -6% | -2% | 3% | 0% | 4%
43	CC1=CN2C(=N)/C(=C/c3ccc([N+](=O)[O-])o3)C(=O)N=C2S1
  13µM* | 35µM* | 28µM* | -7% | 45µM*[fluorescent] | 28µM* | ? | 94%[activator]
44	CCOC(=O)c1cc(NC(=O)Nc2ccccc2OC)c(C)nc1C
  -11% | . | -16% | 7% | -1% | -1% | 0% | -5%
45	CN1CCN(C(=O)CC2(CC(=O)O)CCCC2)CC1
  -2% | 1% | -14% | 1% | 0% | -2% | 6% | 11%
46	CCSc1nc(C)cc(C)c1S(=O)(=O)c1ccccc1C
  ? | 30%[activator] | -16% | 2% | -2% | -3% | -12% | -12%
47	CN(Cc1cn(C)nc1-c1ccccc1F)CC1CCCCO1 (stereo not given)
  -1% | 10% | -8% | -5% | -5% | 1% | 0% | 13%

# An excerpt from above, showing only Tau fibril FP, Tau fibril ThT and GoLoco inh red:
no. | SMILES | Tau fibril FP | Tau fibril ThT | GoLoco inh red
41 | COc1ccc(C2C(C#N)=C(N)N(c3ccccc3C#N)C3=C2C(=O)CCC3)cc1CN1CCCC1 (stereo not given) | 6% | -12% | 3%
42 | CCOC(=O)N1CCC(N(CCOC)C(=O)Nc2ccc(Cl)cc2)CC1 | 0% | 2% | 4%
